Source: PubChem (several laboratories)
KCNQ1 act: potentiators or activators of KCNQ1 channel, primary screen, cell-based, thallium flux, high-throughput; CHO-K1 KCNQ1, thallium flux FluxOR fluorescence; active compounds read high; actives 0.35% (n = 310,000); B-score at 10 µM; AID 2648, 2010; Potassium voltage-gated channel subfamily KQT member 1 (Homo sapiens), P51787;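 active = fluorescence ratio B-score, a plate-corrected score, at least three library SD, with initial intensity B-score within 5 SD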
Target sequence (P51787 whole entry, looked up): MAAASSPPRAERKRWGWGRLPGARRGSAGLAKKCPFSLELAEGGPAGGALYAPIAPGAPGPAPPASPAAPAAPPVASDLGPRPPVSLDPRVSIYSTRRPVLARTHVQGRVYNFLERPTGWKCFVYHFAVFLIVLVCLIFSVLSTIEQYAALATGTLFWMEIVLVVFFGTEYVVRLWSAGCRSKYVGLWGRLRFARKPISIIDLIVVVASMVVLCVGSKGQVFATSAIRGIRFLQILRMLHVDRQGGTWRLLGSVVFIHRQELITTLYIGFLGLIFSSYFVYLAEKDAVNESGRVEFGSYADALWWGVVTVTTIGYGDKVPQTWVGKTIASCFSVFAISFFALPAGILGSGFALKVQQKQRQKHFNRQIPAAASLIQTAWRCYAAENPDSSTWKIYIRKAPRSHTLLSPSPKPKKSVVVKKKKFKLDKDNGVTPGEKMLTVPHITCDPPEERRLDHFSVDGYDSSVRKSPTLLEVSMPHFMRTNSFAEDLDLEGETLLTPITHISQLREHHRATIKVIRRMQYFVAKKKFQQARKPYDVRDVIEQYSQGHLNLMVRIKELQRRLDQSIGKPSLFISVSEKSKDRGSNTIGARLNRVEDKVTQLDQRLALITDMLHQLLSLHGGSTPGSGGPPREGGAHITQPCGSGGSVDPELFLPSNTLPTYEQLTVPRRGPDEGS
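Doses: Single concentration per compound, DMSO matched to controls | Test system: KCNQ1-transfected CHO-K1 cells | Timing: 90 min dye loading and 20 min compound exposure, both at room temperature | Measured by: Kinetic FluxOR thallium fluorescence, 10-s 1-Hz baseline, 110-s post-stimulus read | Medium: Assay buffer with matched DMSO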
Platelet DG rel: inhibitors of platelet dense granule secretion, primary screen, cell-based, MLPCN, human platelets; human platelet-rich plasma, SFLLRN dense granule ATP release, luminescence; inhibition, %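 (compounds screened at 7.5 µM in platelet-rich plasma)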; actives 0.22% (n = 300,000);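 active = mean replicate score, as percent of positive control, at or above 50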
TRPC4 inh: inhibitors of mouse TRPC4 channel, primary screen, Fluo4 calcium, HEK293 TRPC4beta/mu-opioid cells. DAMGO-evoked Fluo4 calcium flux; active compounds read low. Short transient receptor potential channel 4 (Mus musculus), Q9QUQ5. actives 0.39% (n = 300,000). B-score at 10 µM. AID 2247, 2010;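 active = B-score over 3 SD under the library average, no early fluorescence shift, positive overall ratio signal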
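Material: HEK293 cells with stable TRPC4beta plus mu-opioid receptor expression / Probe or stimulus: DAMGO in two steps, submaximal then maximal / Compound: single concentration per test compound / Technique: kinetic Fluo4 fluorescence imaging of calcium influx / Read-out: per-well B score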
KCNK3 block: human KCNK3 channel inhibitors, primary screen, CHO cells, FluxOR thallium flux, B-score | FluxOR fluorescence; active compounds read low | actives 0.84% (n = 340,000) | Potassium channel subfamily K member 3 (Homo sapiens), O14649 | B-score at 10 µM;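 active = B-score under library mean minus 4 SD, starting fluorescence ratio at most library mean plus 5 SD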;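 note: more negative B-score means stronger inhibition of thallium flux through KCNK3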
TRPC4 PAM: positive allosteric modulators of TRPC4, primary screen, cell-based, mouse TRPC4beta, HEK293 mu-opioid, Fluo-4 calcium; DAMGO EC20, Fluo-4 Ca2+ flux; active compounds read high; actives 0.42% (n = 310,000); B-score at 10 µM;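 active = B-score of calcium response area above 5 SD of library B-scores, with initial fluorescence ratio within 5 SD of library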;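 note: B-score of integrated fluorescence ratio over time as area under calcium response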
DYRK1A inh: rat Dyrk1A kinase inhibitors, primary screen, biochemical, single point, plate reader; AID 504441, 2011; Dual specificity tyrosine-phosphorylation-regulated kinase 1A (Rattus norvegicus), Q63470; actives 0.43% (n = 310,000); inhibition, % at 12.5 µM; ADP-Glo luminescence, NFATc1 peptide; in the data active = inhibition above about 50%;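 note: plate controls were vehicle with enzyme for no effect and no enzyme for full effect; many of its hits are not listed in these tables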
TRPC4 act: activators of mouse TRPC4 channel, primary screen, Fluo4 calcium, HEK293 TRPC4beta/mu-opioid cells. AID 2237, 2010. actives 0.49% (n = 310,000). Fluo4 calcium fluorescence; active compounds read high. B-score at 10 µM;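 active = B-score above 5 SD of library B-scores, and initial fluorescence ratio not above library mean plus 5 SD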;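 note: positive B-score marks a calcium rise read as TRPC4 activation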
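Material: TRPC4beta and mu-opioid receptor HEK293 stable cells | Incubation: 45 min room-temperature Fluo4 loading, 110 s read | Detection: Kinetic Fluo4 calcium fluorescence | Measure: Integrated baseline-normalised fluorescence ratio, converted to per-well B score | Benchmarks: Low control buffer alone, high control maximal DAMGO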
PolyA inh: polyadenylation inhibitors in yeast reporter cells, primary screen, luminescence, S. cerevisiae; AID 1875, 2009; actives 0.02% (n = 300,000); calls only at 12 µM; S. cerevisiae SKY197-pL101 polyadenylation reporter, beta-gal luminescence; efflux-impaired pdr1/pdr3 knockout yeast; score 100 = 6 SD above DMSO;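 active = lowest replicate activity score at least 50, where 100 means six control SD above control mean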;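 note: yeast exposed to compound for 9 h at 30 °C; higher score means more reporter readthrough which indicates perturbed polyadenylation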
KCNQ1 block: inhibitors of human KCNQ1 channel, primary screen, cell-based, thallium flux, high-throughput; actives 1.3% (n = 310,000); Potassium voltage-gated channel subfamily KQT member 1 (Homo sapiens), P51787; CHO-K1 KCNQ1, FluxOR thallium flux fluorescence; active compounds read high; B-score at 10 µM;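 active = compounds whose thallium flux B-score, printed positive for inhibition, exceeds three library SD while starting fluorescence stays within three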;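 note: channel opened by potassium depolarization with thallium stimulus after 20 min compound exposure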
hERG protect: hERG rescue from dofetilide block, primary screen, cell-based, CHO-hERG, FluxOR thallium flux, dofetilide IC70; Voltage-gated inwardly rectifying potassium channel KCNH2 (Homo sapiens), Q12809; dofetilide IC70 present; activation (rescue from dofetilide block), less the hit threshold, % at 10 µM; actives 0.51% (n = 310,000);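 active = activation above the mean of controls blocked by dofetilide plus 5 SD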;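 note: thallium influx through hERG after potassium depolarization seen as dye fluorescence rise; in these data hits start at about 4.7%; inactives centre near -7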
KCNK9 block: KCNK9 potassium channel inhibitors, primary screen, HEK293 cells, thallium flux. Potassium channel subfamily K member 9 (Homo sapiens), Q9NPC2. FluxOR thallium flux fluorescence; active compounds read low. B-score at 10 µM. actives 1.2% (n = 310,000);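 active = ratio B-score over 3 SD below the library mean, with starting fluorescence within 5 SD of its mean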;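 note: negative B-score means less thallium flux so channel inhibition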
Target sequence (Q9NPC2 whole entry, looked up): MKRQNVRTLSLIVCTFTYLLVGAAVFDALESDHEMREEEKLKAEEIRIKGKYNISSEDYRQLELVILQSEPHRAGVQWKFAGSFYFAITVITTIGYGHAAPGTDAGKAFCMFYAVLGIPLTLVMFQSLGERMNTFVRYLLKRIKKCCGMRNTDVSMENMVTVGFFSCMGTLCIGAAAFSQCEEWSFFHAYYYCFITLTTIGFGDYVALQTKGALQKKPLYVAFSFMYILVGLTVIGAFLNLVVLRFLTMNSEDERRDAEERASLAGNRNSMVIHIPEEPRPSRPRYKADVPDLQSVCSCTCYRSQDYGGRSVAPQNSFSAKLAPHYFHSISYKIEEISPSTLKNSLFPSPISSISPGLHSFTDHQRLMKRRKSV
Active calls of the source: *; i = inactive; · = no result given.

Every second line gives: KCNQ1 act | Platelet DG rel | TRPC4 inh | KCNK3 block | TRPC4 PAM | DYRK1A inh | TRPC4 act | PolyA inh | KCNQ1 block | hERG protect | KCNK9 block
[1] CCc1occc(=O)c1Oc1cc(NN2CCCCC2)c([N+](=O)[O-])cc1[N+](=O)[O-]
 : i | 4 | i | i | i | -2 | i | i | i | -4 | i
[2] Cc1nn(C)c(C(=O)N/N=C/c2ccccc2)c1[N+](=O)[O-]
 : i | 1 | i | i | i | -1 | i | i | i | -2 | i
[3] COC(=O)c1ccc2c(c1)S(=O)(=O)NC(=NCc1ccco1)S2
 : i | -4 | i | i | i | 1 | i | i | i | -3 | i
[4] O=C(Cn1nc(-c2ccccc2)ccc1=O)NCc1ccc(F)cc1
 : i | -1 | i | i | i | -3 | i | i | i | -18 | i
[5] COc1ccc(OC)c(NC(=O)N2CCCc3ccccc32)c1
 : i | 5 | i | i | i | -4 | i | i | i | -4 | i
[6] Cc1ccc(CNC(=O)C2CCC(=O)N2Cc2ccc(F)cc2)cc1 (stereo not given)
 : i | 3 | i | i | i | -1 | i | i | i | -4 | i
[7] CC(C)C[C@H](NC(=O)[C@@H](Cc1ccccc1)n1c(=O)[nH]c2ccccc2c1=O)C(=O)N[C@@H](Cc1ccccc1)C(=O)O
 : i | 1 | i | i | i | 5 | i | i | i | -3 | i
[8] CCOc1ccc(OCCCCNC(C)(C)C)cc1
 : i | 1 | i | i | i | · | i | i | i | -2 | i
[9] CSc1ccccc1C(=O)Nc1ccccc1C(=O)NC(C)C
 : i | -8 | i | i | i | -23 | i | i | i | -9 | i
[10] CC(NC(=O)CNC(=O)C1O[C@@H]2OC(C)(C)O[C@@H]2[C@H]2OC(C)(C)O[C@@H]12)C(=O)O (stereo not given in full)
 : i | -3 | i | i | i | 1 | i | i | i | -3 | i
[11] O=C(Nc1ccc(S(=O)(=O)Nc2nccs2)cc1)/C(=C/c1ccccc1Cl)NC(=O)c1ccccc1
 : i | -30 | i | i | i | · | i | i | i | -6 | i
[12] Cc1onc(-c2ccccc2)c1CNS(=O)(=O)c1cccc(Cl)c1
 : i | 1 | i | i | i | 9 | i | i | i | -4 | i
[13] CCOC(=O)N/N=C\c1ccccc1OC/C=C/c1ccccc1
 : i | 8 | i | i | i | 2 | i | i | i | -7 | i
[14] Clc1cccc(Cl)c1CSc1nnc([C@@H]2CCCN2)o1
 : i | 4 | i | i | i | 8 | i | i | i | -4 | i
[15] CC(=O)c1ccc2c(c1)c1ccccc1n2CC(C)C
 : i | 5 | i | i | i | 5 | i | i | i | -10 | i
[16] C1=C(c2ccccc2)Nc2nnnn2C1
 : i | -3 | i | i | i | 14 | i | i | i | -6 | i
[17] N/C(=N\OC(=O)c1ccccc1[N+](=O)[O-])c1ccccn1
 : i | 30 | i | i | i | 11 | i | i | i | -3 | i
[18] Fc1ccc(CNn2cnnc2SCc2ccc(F)cc2)cc1
 : i | -3 | i | i | i | 3 | i | i | i | -21 | i
[19] O=C(CN1CCOCC1)Nc1nc(-c2ccc(Cl)cc2)cs1
 : i | · | i | i | i | 4 | i | i | 6* | -14 | i
[20] O=C(Cc1cccc2ccccc12)Nc1ccc2c(c1)C(=O)NC2=O
 : i | -1 | i | i | i | 25 | i | i | i | -4 | i
[21] C=CCN(c1ccc(C(N)=O)cc1)S(C)(=O)=O
 : i | -4 | i | i | i | 3 | i | i | i | -5 | i
[22] COc1nnc(-c2ccc(C)c(S(=O)(=O)NC(C)C)c2)c2ccccc12
 : i | 8 | i | i | i | -1 | i | i | i | -9 | i
[23] Cn1c(Cn2c(=O)sc3ccccc32)nnc1SCC(N)=O
 : i | 5 | i | i | i | 2 | i | i | i | -8 | i
[24] Cc1ccc2nc(-c3ccncc3)cc(C(=O)NCc3ccccc3F)c2c1
 : i | -13 | i | i | i | · | i | i | i | -5 | i
[25] CCCC(=O)Nc1ccc(Br)c(Cl)c1
 : i | -3 | i | i | i | 12 | i | i | i | -5 | i
[26] CCc1c(C)nc2ncnn2c1N1CCC(C(=O)Nc2ccccc2)CC1
 : i | 2 | i | i | i | 3 | i | i | i | -14 | i
[27] CC(=O)N1CCN(C(=O)c2ccc(OC3CCN(Cc4ccccn4)CC3)cc2)CC1
 : i | 20 | i | i | i | -3 | i | i | i | -13 | i
[28] COc1cccc(NC(=O)Nc2cc(C(=O)O)ccc2N2CC3CC(C2)c2cccc(=O)n2C3)c1 (stereo not given)
 : i | 6 | i | i | i | 1 | i | i | i | -4 | i
[29] COc1ccc(C(=O)NNC2CC(=O)N(Cc3ccc(Cl)cc3)C2=O)cc1OC (stereo not given)
 : i | 5 | i | i | i | 1 | i | i | i | -3 | i
[30] Cc1nc2ccc(Cl)cc2c(-c2ccccc2F)c1CC(=O)O
 : i | 2 | i | i | i | -3 | i | i | i | -6 | i
[31] Cn1c(SCC(=O)N2CCc3ccccc32)nnc1-c1ccc(S(=O)(=O)N2CCCC2)cc1
 : i | 1 | i | i | i | 1 | i | i | i | -1 | i
[32] O=C(NCc1ccc2c(c1)OCO2)c1ccc(COc2cccc(Cl)c2)o1
 : i | -4 | i | i | i | 14 | i | i | i | -9 | i
[33] O=C(c1ccc2nc3ccc(Cl)cc3c(=O)n2c1)N1CCOCC1
 : i | 2 | i | i | i | · | i | i | i | -8 | i
[34] COc1ccc(NC(=O)c2cc3c([nH]c4ccccc43)c(C)n2)cc1
 : i | 1 | i | i | i | 4 | i | i | i | -13 | i
[35] COc1ccc(/C=N/Nc2nc(Nc3ccccc3)nc(N3CCCC3)n2)cc1[N+](=O)[O-]
 : i | -2 | i | i | i | -3 | i | i | i | -5 | i
[36] COc1ccc(N2CCN(C(=O)CN3C(=O)COc4ccccc43)CC2)cc1
 : i | -2 | i | i | i | -3 | i | i | i | -6 | i
[37] COc1cccc(OCc2ccc(C(=O)NCC3CCCO3)cc2)c1 (stereo not given)
 : i | 13 | i | i | i | -8 | i | i | i | -11 | i
[38] O=C(c1ccsc1)N1CCCC(N2CCN(c3cccc(C(F)(F)F)c3)CC2)C1 (stereo not given)
 : i | 15 | i | i | i | 7 | i | i | i | -11 | i
[39] CC(=O)c1sc(NC(=O)CS(=O)(=O)c2ccccc2)nc1-c1ccccc1
 : i | 2 | i | i | i | 9 | i | i | i | -12 | i
[40] CCC(OC(=O)c1nsc(Cl)c1Cl)C(=O)NCC1CCCO1 (stereo not given)
 : i | -4 | i | i | i | -5 | i | i | i | -3 | i
[41] O=C(N/N=C/c1ccccc1OCc1ccccc1)c1cccs1
 : i | 23 | i | i | i | -3 | i | i | i | -2 | i
[42] Cc1nc(NC(=O)CSc2ccccc2N)sc1C
 : i | 2 | i | · | i | · | i | i | i | -3 | i
[43] CCOc1ccc(Nc2cc(C)nc(-n3nc(C)cc3C)n2)cc1
 : i | · | i | i | i | -2 | i | i | i | -12 | i
[44] Cn1cccc1C(C#N)c1ccccc1C#N (stereo not given)
 : i | 6 | i | i | i | -3 | i | i | i | -5 | i
[45] O=C(Nc1cccc(Oc2ccc3c(c2)C(=O)NC3=O)c1)c1cccs1
 : i | -2 | i | i | i | 0 | i | i | i | -5 | i
[46] O=C(NC1=NCCS1)C1CC(=O)N(c2ccc(F)cc2)C1 (stereo not given)
 : i | -1 | i | i | i | -2 | i | i | i | -7 | i
[47] CCNC(=O)C1CCCN1C(=O)C(CCCN=C(N)N)NC(=O)C(CC(C)C)NC(=O)C(Cc1cn(Cc2ccccc2)cn1)NC(=O)C(Cc1ccc(O)cc1)NC(=O)C(CO)NC(=O)C(Cc1c[nH]c2ccccc12)NC(=O)C(Cc1cnc[nH]1)NC(=O)C1CCC(=O)N1 (stereo not given)
 : i | 0 | i | · | i | · | i | i | i | -10 | i
[48] CCO[C@H]1OC(C(=O)N2CCN(Cc3ccccc3)CC2)=C[C@@H](c2coc3ccccc3c2=O)[C@@H]1CCCO
 : i | 4 | i | i | i | 2 | i | i | i | -12 | i
[49] CSCCC(NS(=O)(=O)c1cccc(C(F)(F)F)c1)C(=O)N(C)CCOc1ccc(Cl)cc1 (stereo not given)
 : i | 17 | i | i | i | -4 | i | i | i | -11 | i
[50] Cc1cc(C)c(N)c(C(=O)O)c1
 : i | 2 | i | i | i | 2 | i | i | i | -6 | i
[51] CCN(Cc1ccccc1)C(=O)CCc1nc(CN2CCN(C(=O)c3ccc([N+](=O)[O-])cc3)CC2)no1
 : i | 1 | i | i | i | 1 | i | i | i | -9 | i
[52] Cc1ccc(C(=O)c2ccccc2C(=O)O)c(O)c1
 : i | -9 | i | i | i | 3 | i | i | i | 2 | i
[53] COc1ccc(C2=NN(C(=O)CSc3nc4ccccc4s3)C(c3ccc(OC)cc3)C2)cc1 (stereo not given)
 : i | 4 | i | i | i | 0 | i | i | i | -3 | i
[54] Cc1cc(C)c(C#N)c(SCC(=O)OC2CCCCC2)n1
 : i | -3 | i | i | i | 3 | i | i | i | -16 | i
[55] O=C(O)c1nn(Cc2nc3ccccc3o2)c(=O)c2ccccc12
 : i | -17 | i | i | i | 2 | i | i | i | -10 | i
[56] COc1cc(C2C(C(=O)c3cccs3)=C(O)C(=O)N2Cc2ccco2)cc(OC)c1OC (stereo not given)
 : i | 34 | i | i | i | 3 | i | i | i | -9 | i
[57] CCOc1ccccc1NC(=O)CCN1CCN(S(=O)(=O)c2ccc(Br)cc2)CC1
 : i | 7 | i | i | i | 3 | i | i | i | -1 | i

Some of the compounds tested; count on the stated rates, not on these rows.
